TSHR antagonist = antagonists of human thyroid stimulating hormone receptor. TSHR-expressing cells, TSH-stimulated cAMP HTRF, 2 h; hits give low values. activity change, negative = inhibition, % at 11.5 µM. 0.2% of 330,000 active. AID 504810;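 active = activity change below a set negative limit, meaning inhibition stronger than a set level, cut at about -70% in these data; inconclusive = activity change between two set negative limits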; note: % is set by controls: 0 for no effect and ±100 for the full control effect
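Freshly harvested TSHR cells receive pin-tooled compound, then EC80 TSH at 4nM final. After 2 hours at 37 deg C, antibody in lysis buffer and cAMP-d2 are added; 30 minutes at ambient temperature precede the HTRF read.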
ELG1 repair inh = blocks ELG1-dependent DNA repair in HEK293T cells | HEK293T ELG1-luciferase reporter, luminescence, 16 h; DNA damage induced by 5-fluorouridine | Potency, µM (highest dose often 46.1 µM), inactives show at the top dose activity change, negative = inhibition, hits mostly inhibitors | 2.3% of 330,000 active; note: potency is the fitted concentration of half-maximal effect; % is set by controls: 0 for no effect and ±100 for the full control effect; nearly all actives have a fitted effect of over 55% in size
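Step one: seed 2,000 cells per well. Step two: pin-transfer compound or DMSO alongside 5-fluorouridine. Step three: incubate 16 hr, 37 °C, 5% CO2. Step four: add ONE-Glo, wait 30 min, read luminescence.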
Mito fusion act = blocks mitochondrial division or promotes mitochondrial fusion | S. cerevisiae fusion-defective mutant growth rescue, CellTiterGlo 48 h | Potency, µM (top dose mostly 46.1 µM), for the others: at the top dose growth rescue (activation), hits mostly activators | 0.23% of 320,000 active | AID 485298;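 note: potency is the fitted concentration of half-maximal effect; % of control where 0% means no effect; nearly all actives have a fitted effect of over 45% in size; temperature-sensitive fusion mutants such as fzo1-1 at 37 °C on non-fermentable ethanol glycerol medium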
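Temperature-sensitive fusion-defective S. cerevisiae (e.g. fzo1-1, mgm1-5) were grown with compound in YPEG medium (3% ethanol, 3% glycerol) for 48 hours at 37C. Growth rescue was measured as viability by CellTiterGlo luminescence after 10 minutes at ambient.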
Eya2 phos inh = blocks the phosphatase activity of human Eya2 | O00167 | Potency, µM (titrated, usually from 76.9 µM), inactives show top-dose activity, negative = inhibition, hits mostly inhibitors | recombinant Eya2, OMFP fluorescence dephosphorylation (OMFP is methylfluorescein phosphate) | 0.006% of 330,000 active; note: potency is the fitted concentration of half-maximal effect; % is set by controls: 0 for no effect and ±100 for the full control effect
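Eya2 (0.2 uM) preincubated 10 min at ambient with compound, then OMFP substrate added at 50 uM; 10 min reaction in 50 mM HEPES pH 7.5, 50 mM NaCl, 5 uM MgCl2, 0.05% BSA, 1 mM DTT. Fluorescence read at Ex 485/Em 525 nm.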
TRPV1 agonist = human TRPV1 agonism. 0.19% of 320,000 active. TRPV1-expressing cells, Fluo-8 calcium influx, agonist mode. activation, % at 8.33 µM; in the data active = activation above about 80%; inconclusive = between about 30% and that limit; note: 0% is about no effect
Target sequence (Q8NER1 whole entry, looked up): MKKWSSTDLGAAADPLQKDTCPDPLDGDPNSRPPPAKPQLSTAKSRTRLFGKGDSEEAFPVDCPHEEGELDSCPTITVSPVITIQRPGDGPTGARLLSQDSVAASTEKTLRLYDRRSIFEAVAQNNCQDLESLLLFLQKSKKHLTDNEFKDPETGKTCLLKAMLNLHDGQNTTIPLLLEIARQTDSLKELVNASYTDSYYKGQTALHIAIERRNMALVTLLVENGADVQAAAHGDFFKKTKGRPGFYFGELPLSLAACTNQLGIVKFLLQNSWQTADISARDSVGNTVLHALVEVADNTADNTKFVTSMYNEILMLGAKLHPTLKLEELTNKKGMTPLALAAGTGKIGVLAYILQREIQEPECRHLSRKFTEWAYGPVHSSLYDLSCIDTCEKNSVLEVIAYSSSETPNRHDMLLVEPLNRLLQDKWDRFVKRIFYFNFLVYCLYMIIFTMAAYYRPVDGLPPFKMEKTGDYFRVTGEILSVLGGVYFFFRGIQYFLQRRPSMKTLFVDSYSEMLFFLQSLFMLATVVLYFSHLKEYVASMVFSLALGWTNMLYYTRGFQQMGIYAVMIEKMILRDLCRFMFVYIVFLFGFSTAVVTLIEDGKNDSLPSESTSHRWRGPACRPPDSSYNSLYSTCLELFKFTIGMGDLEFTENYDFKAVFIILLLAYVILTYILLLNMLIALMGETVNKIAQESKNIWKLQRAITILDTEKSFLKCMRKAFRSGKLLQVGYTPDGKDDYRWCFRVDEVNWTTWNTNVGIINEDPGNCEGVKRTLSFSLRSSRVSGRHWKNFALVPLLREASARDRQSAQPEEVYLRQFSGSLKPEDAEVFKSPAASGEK
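Fluo-8 calcium influx in TRPV1-expressing cells, kinetic read (ex 480/em 520 nm). Compound added and read 3 min for agonist activity, followed by capsaicin at EC20 final and 2 min further read for enhancement.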
TCR act = activators of T cell receptors. 330,000 tested, under 10 active. Potency, µM (highest dose often 9.22 µM), for inactives: top-dose activation of IL-2 secretion, most hits filed as activators. primary human leukocytes, anti-CD3, IL-2 HTRF, 48 h. AID 504894; note: % of control where 0% means no effect
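Using a-CD3 beads without co-stimulation, primary human leukocytes were exposed to compounds for 48 hr. An HTRF IL-2 kit measured the cytokine, with europium-to-d2 energy transfer producing emission at 665nm upon 320nm excitation.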
KCNH2 WT inh = blocks the wildtype human KCNH2 potassium channel | Q12809 | U2OS, BacMam KCNH2, thallium flux FluxOr; hits give low values | activity change, % at 1.84 µM | 0.37% of 340,000 active | AID 720551;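 active = maximum activity change below -70%; inconclusive = maximum activity change between -70% and -50%; inactive = maximum activity change above -50%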; note: % is set by controls: 0 for no effect and ±100 for the full control effect
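U2OS cells transduced with wild-type KCNH2 virus are loaded with FluxOr dye for 45 min, and thallium flux is measured in kinetic reads before and after stimulation buffer. Rate constants are normalized to DMSO controls.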
KCNH2 3.1 block = inhibitors of human KCNH2 3.1 potassium channel isoform; 0.95% of 340,000 active; activity change, % (tested at about 1.8 µM); U2OS KCNH2 3.1, thallium flux FluxOr; hits give low values; AID 720553;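 active = maximum activity change below -70%; inconclusive = maximum activity change from -70% to -50%; inactive = maximum activity change above -50%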;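 note: thallium influx rate constant from kinetic fluorescence after stimulation buffer; % is set by controls: 0 for no effect and ±100 for the full control effect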
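Channel expression came from 3.1 mutant virus (1.77 x 10^8 /mL) applied to suspended U2OS cells for 4 h. Flux was tracked with FluxOr dye plus Red40 quencher, and kinetic rate constants normalized to controls.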
USP2a inh = blocks human ubiquitin-specific protease USP2a. USP2 core, Ub-CHOP2 coupled fluorogenic reporter, 485/531. O75604. 0.01% of 330,000 active. Potency, µM (highest dose often 38.3 µM), for inactives: top-dose activity change, negative = inhibition, actives largely listed as inhibitors;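 note: potency is the fitted concentration of half-maximal effect; plate controls were DMSO wells for no effect and full inhibition by NEM control for full effect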
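USP2 core (10nM final) preincubated 30min RT with compound in 20mM Tris-HCl pH 8.0, 2mM CaCl2, 2mM beta-mercaptoethanol, 0.05% CHAPS; 25nM Ub-CHOP2 plus 25nM reporter substrate added, fluorescence (Ex485/Em531) read after 60min.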
AT treatment = potential ataxia-telangiectasia treatment; 0.19% of 320,000 active; Potency, µM (top dose mostly 57.5 µM), inactives show top-dose activation, hits mostly activators; […] A-T fibroblasts, KAP-1 phosphorylation AlphaLISA; neocarzinostatin DNA damage 30 min before lysis; note: potency is the fitted concentration of half-maximal effect; % of control where 0% means no effect; nearly all actives have a fitted effect of over 45% in size
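hTERT-immortalized A-T patient fibroblasts ([…]), 500 cells/well in OPTI-MEM, 1% FBS, got compounds for 60 min, then NCS for 30 min at 37C. Lysates were then assayed for phospho-KAP-1 by AlphaLISA (anti-pKAP1 donor, anti-KAP1 acceptor beads), 6 hr at 25C.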
* marks the source's active call; other numbers are inactive results; i = inactive; ? = inconclusive; · = not tested or not shown; [ ] = dose if it differs, or a comment. Unless noted, calls come from the whole dose curve; as a rule, active = well fitted curve in the direction sought with a large enough effect; inconclusive = small, poorly fitted or top-dose-only effect, or another doubt; inactive = no such curve, though single readings can be large; an effect the other way counts as inactive or inconclusive. Some of the compounds tested. The share of hits here may be higher or lower than overall.

SMILES	TSHR antagonist	ELG1 repair inh	Mito fusion act	Eya2 phos inh	TRPV1 agonist	TCR act	KCNH2 WT inh	KCNH2 3.1 block	USP2a inh	AT treatment
CC(C)(C)N1CC(C(=O)Nc2cccc(Cl)c2Cl)CC1=O (configuration not stated)	11	-2%	5%	-1%	1	·	3	7	-1%	-1%
O=[N+]([O-])c1cccc(-c2ccc(C(=S)N3CCN(c4ccc(F)cc4)CC3)o2)c1	22	7%	7%	3%	2	-2%[46.1 µM]	-1	-8	-2%	-8%
CCc1nc(SCc2ccccn2)c2c(=O)n(C)c(=O)n(C)c2n1	-14	1%	15%	-14%	2	-4%[46.1 µM]	6	24	-3%	6%
CCCOc1ccc(N2C(=O)CC(N3CCN(CCN=CC4=C(O)CC(C)(C)CC4=O)CC3)C2=O)cc1 (configuration not stated)	3	-1%	-5%	-7%	0	5%	11	13	-2%	2%
Cc1ccc(N2CC(C(=O)NCc3ccco3)CC2=O)cc1Cl (configuration not stated)	-12	-6%	-2%	1%	5	-4%	9	2	3%	0%
Cc1ccc(/C=N/NC(=O)c2nnn(-c3nonc3N)c2CSc2ccccc2)s1	-15	?	-2%	-2%	19	-3%	19	4	4%	-4%
COC(C(=O)N/N=C(\C)CC(=O)Nc1ccc(Cl)cc1C)c1ccccc1 (configuration not stated)	-1	7%	-6%	0%	2	-6%	2	-2	2%	1%[11.5 µM]
N/C(=N\OC(=O)c1cccc(Cl)c1)c1ccncc1	-3	?	0%	3%	9	-3%	·	11	0%	3%[11.5 µM]
CCCOc1cccc(C(=O)N(Cc2ccccc2)C2CCS(=O)(=O)C2)c1 (configuration not stated)	-1	-6%	2%	0%	3	5%	-2	-10	0%	6%
CC12CN3CC(C)(CN(C1)C3c1ccc([N+](=O)[O-])o1)C2 (configuration not stated)	11	15%	-1%	1%	2	1%	1	14	-1%	-3%
Cc1cccc(/C=N/NC(=O)NC23CC4CC(CC(C4)C2)C3)n1	5	?	18%	-7%	9	-4%	0	25	-4%	20%
COc1ccc(NS(=O)(=O)c2cc(NC(=O)[C@H](C)NC(N)=O)ccc2N2CCCC2)cc1	-3	1%	·	5%	·	1%	-10	6	3%	0%
CCOC(=O)/C=C/C(=O)OCC(=O)Nc1ccc(Cl)cc1Cl	9	-9%	-27%	-5%	-5	0%	0	10	1%	28%
O=C1c2ccccc2C(=O)N1CCCCSc1nnc2c(Cl)cc(Cl)cn12	1	1%	5%	32%	0	5%	-9	-11	-1%	·
Cc1occc1-c1nnc(SCC(=O)N2CCOCC2)o1	3	22%	-2%	8%	17	·	-1	2	0%	3%

The final 2 records of the part above are carried over, then new ones follow.
SMILES	TSHR antagonist	ELG1 repair inh	Mito fusion act	Eya2 phos inh	TRPV1 agonist	TCR act	KCNH2 WT inh	KCNH2 3.1 block	USP2a inh	AT treatment
O=C1c2ccccc2C(=O)N1CCCCSc1nnc2c(Cl)cc(Cl)cn12	1	1%	5%	32%	0	5%	-9	-11	-1%	·
Cc1occc1-c1nnc(SCC(=O)N2CCOCC2)o1	3	22%	-2%	8%	17	·	-1	2	0%	3%
O=C(NCc1ccco1)c1cccn2c(=O)c3c4c(sc3nc12)CCCC4	-3	?	11%	-13%	15	2%	-6	4	-1%	-7%
COc1ccc(N2C(=NC(=O)C3CCCCC3)SC3CS(=O)(=O)CC32)cc1OC (configuration not stated)	-6	18%	2%	-2%	0	3%	5	-17	3%	-8%
COc1ccc(-n2c(SC)nc(O)c(Cc3ccccc3)c2=O)cc1	2	3%	0%	16%	-1	7%	-14	-13	1%	3%
O=[N+]([O-])c1ccc(NC2CCN(Cc3ccccc3)CC2)c([N+](=O)[O-])c1	4	-4%	1%	2%	1	5%	-74*	-96*	2%	-7%
CCC(C(=O)NC1CCCC1)N(Cc1ccc2c(c1)OCO2)C(=O)c1snc(C(N)=O)c1N (configuration not stated)	2	?	3%	-2%	18	·	-2	-11	-3%	3%
COc1cc(N2C(=O)CSC23C(=O)Nc2ccccc23)cc(OC)c1OC (configuration not stated)	0	-5%	1%	8%	0	5%	0	2	2%	0%
Cc1nn(-c2ccc(Cl)cc2)c(NC(=O)C(C)C)c(-c2ccccc2)c1=O	-19	7%	4%	11%	·	-4%	0	3	-2%	11%
Cc1cccc(Cn2nc(C)c(NC(=O)c3ccc(F)cc3)c2C)c1	-8	-2%	4%	-24%	5	-4%	-1	1	-1%	-3%
CC(C)NC(=O)Nc1ccc2c(c1)C(=O)N([C@H](C)CO)C[C@H](C)[C@@H](CN(C)S(=O)(=O)c1cccs1)O2	-4	4%	·	21%	·	3%	·	·	6%	1%
Cc1cccc(NC(=O)c2sc3nc4c(c(-c5ccco5)c3c2N)CCC4)c1	-20	-3%	-2%	5%	5	-4%	1	5	-1%	0%
COc1ccc(-c2cc3nc(-c4ccccc4)cc(N4CCC5(CC4)OCCO5)n3n2)cc1	-2	21µM*	23%	-3%[15.4 µM]	0	4%	-9	3	-4%	?
CCOC(=O)c1[nH]c(C)c(C(=O)OCc2ccc(C)cc2)c1C	-9	3%	-12%	28%	10	5%	-7	-11	0%	-9%
O=C(O)c1cccc(NC(=S)N/N=C/c2cccnc2)c1	10	?	-1%	6%	-5	-2%	i	5	0%	4%
O=C(/C=C/c1ccc(Cl)cc1)c1cccnc1	27	?	-6%	19%	?	-6%	-14	1	0%	·
O=C(Nc1ccc(Cl)cc1)OC(CN1CCCCC1)C(F)(F)F (configuration not stated)	-11	-3%	-3%	-22%	·	2%	-2	3	0%	-4%

Following part.
Sequence of screens: TSHR antagonist | ELG1 repair inh | Mito fusion act | Eya2 phos inh | TRPV1 agonist | TCR act | KCNH2 WT inh | KCNH2 3.1 block | USP2a inh | AT treatment
CCC(=O)OCCn1c(Br)nc2c1c(=O)[nH]c(=O)n2C
 : -9 | 9% | -1% | -4% | 1 | -11% | -6 | 2 | -1% | 7%
Cc1noc(C)c1COc1ccc(C(=O)OCC(=O)Nc2ccc(C(=O)N(C)C)cc2)cc1
 : 2 | 7% | -3% | -11% | 1 | 2% | 2 | 9 | 0% | -7%
Cc1ccc(C(=O)CCNc2ccccc2)o1
 : · | · | -6% | · | 15 | 1% | -3 | 12 | · | ·
CCOc1ccc(-c2[nH]nc3c2C(c2ccc(O)cc2)C(C#N)=C(N)O3)cc1 (configuration not stated)
 : -6 | 12% | 5% | -8% | 6 | -30% | -9 | -1 | -5% | 9%
Cc1c(NCc2cccnc2)cccc1C(=O)O
 : 11 | 8% | -1% | 8% | 1 | 5% | 1 | -8 | 1% | -6%
O=C(COc1ccccc1F)c1ccc(O)cc1O
 : 2 | 26% | 0% | -5% | 1 | -2% | 3 | 2 | 3% | 3%
COC(=O)c1sc2nc3c(cc2c1N)COC(C)(C)C3
 : -19 | ? | 6% | 3% | 4 | -5% | -7 | 3 | 1% | 18%
CC1CCc2sc(NC(=S)NC(=O)c3ccccc3)c(C#N)c2C1 (configuration not stated)
 : -11 | ? | 1% | 6% | 4 | 2%[46.1 µM] | 2 | -2 | -6% | 3%
Cc1ccc(S(=O)(=O)Cc2ccc(C(=O)N3CCN(Cc4ccccc4)CC3)o2)cc1
 : 10 | 18µM* | 1% | 10% | -6 | · | · | · | -1% | 2%
C=CCN(CC=C)CC(=O)Nc1ccc(S(N)(=O)=O)cc1
 : -1 | -3% | 0% | 8% | 1 | 5%[46.1 µM] | -1 | -1 | 0% | -5%
